S3 lipid droplet: qHTS Assay for Lipid Storage Modulators in Drosophila S3 Cells. Drosophila S3 cells, BODIPY lipid droplet fluorescence, 18-24 h; cells fed with added oleic acid. Potency in µM for hits, for the others lipid storage change, negative = inhibition, % at the top dose, mostly 46.1 µM. 0.64% of 320,000 active. AID 2685; active = well fitted inhibition curve with a large enough effect in the signal ratio, with a control signal flat, not every such curve was filed as active; inconclusive = small, poorly fitted or top-dose-only effect, or effect the other way, or a change in a side signal; the % refers to the signal ratio
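Drosophila S3 cells got compounds at several concentrations plus oleic acid (400 uM solution). Laser-scanning cytometry with 488 nm excitation read lipid droplets at 500-530 nm and cells at 575-640 nm. Percent activity was relative to 20 uM Triacsin C.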
S3 lipid droplet cell count max: also measured in S3 lipid droplet; calls as there; cell number change, %; measured here: cell count max response;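 cells counted by Cell Tracker Red CMTPX staining in the red channel; peak over a dose series mostly up to 46.1 µM; percent activity relative to internal control wells on each plate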
Numbers without * were called inactive; i = inactive; ? = inconclusive; / = no result given; [ ] = another dose, or the depositor's remark. % is set by controls: 0 for no effect and ±100 for the full control effect; potency is the fitted concentration of half-maximal effect. Not all compounds are listed; rates above refer to the full screens.

Order of values: S3 lipid droplet, S3 lipid droplet cell count max
- Nc1ccc(N=Nc2ccccc2)c2ccccc12
  ?, /
- CC(OC(=O)c1cccc(-n2cnnn2)c1)C(=O)c1ccccc1 (stereo unspecified)
  i, /
- Cc1cc(C)c(C#N)c(SCC(=O)Nc2ccccc2C(N)=O)n1
  ?, /
- S=C1NC[C@H](Cc2cccc3ccccc23)N1CC1CCCCC1
  10.1%, 8.3
- O=C(NCc1cccs1)C1CCCN(S(=O)(=O)c2cnc[nH]2)C1 (stereo unspecified)
  -0.9%, 19.3
- CCC(C(=O)NN1C(=O)c2ccccc2C1=O)c1ccccc1 (stereo unspecified)
  ?, /
- O=[N+]([O-])c1cc([N+](=O)[O-])c(Oc2cc(F)ccc2F)cc1NN1CCCCC1
  i, -11.3
- CCCc1cc(=O)[nH]c(SCC(=O)C(C)(C)C)n1
  ?, /
- Cc1[nH]n(-c2ccccc2)c(=O)c1C=NCC1CCCO1 (stereo unspecified)
  10.4%, 6.2
- CC(OC(=O)/C=C/c1ccc2ccccc2n1)C(=O)Nc1ccc(S(N)(=O)=O)cc1 (stereo unspecified)
  12.1%, -25.2
- CCC1CCCCN1CCCNC(=O)CCCNC(=O)Cn1cnc2sc3c(c2c1=O)CCCC3 (stereo unspecified)
  ?, /
- CCn1cc(C(=O)OCC(=O)Nc2c(C)n(C)n(-c3ccccc3)c2=O)c(=O)c2ccc(C)nc21
  ?, /
- COC(=O)c1cnc(SCc2ccc(Cl)cc2)n1C
  ?, /
- Cc1cccc(NC(=O)c2ccc3nccnc3c2)c1C
  -11.8%, -9.2
- O=S(=O)(NCc1ccco1)c1cccc2cccnc12
  6.1%, 1.4
- Cc1ccc(C(=O)Nc2nnc(-c3ccco3)o2)cc1C
  ?, /
- O=C(CSc1nc2ccccc2c(=O)n1-c1ccccc1)NCC1CCCO1 (stereo unspecified)
  ?, /
- COc1ccc2cc(C(=O)C3CCCN(Cc4cnc(N5CCOCC5)s4)C3)ccc2c1 (stereo unspecified)
  ?, /
- C[n+]1ccc(/C=C/c2ccc(Br)cc2)cc1
  ?, /
- Cc1ccc(-c2nc(CS(=O)(=O)CC(=O)N3CCCCCC3)c(C)o2)cc1
  i, -3.3

Entries listed so far with a thiophene ring, fused or not:
Order of values: S3 lipid droplet, S3 lipid droplet cell count max
- O=C(NCc1cccs1)C1CCCN(S(=O)(=O)c2cnc[nH]2)C1 (stereo unspecified)
  -0.9%, 19.3
- CCC1CCCCN1CCCNC(=O)CCCNC(=O)Cn1cnc2sc3c(c2c1=O)CCCC3 (stereo unspecified)
  ?, /

Remaining list, next part
Order of values: S3 lipid droplet, S3 lipid droplet cell count max
- COC(=O)c1c(C)oc2ccc(NS(=O)(=O)c3cc(OC)ccc3OC)cc12
  ?, /
- COc1ccc(N=C2C(=O)N3c4c(cccc42)C(C)=CC3(C)C)cc1
  ?, /
- COc1cccc2cc(C(=O)NCCc3ccccc3)c(=O)oc12
  6.7%, 4.7
- COc1ccc(OCC(=O)NC2CC(C)(C)NC(C)(C)C2)cc1
  -0.4%, -16.2
- CC(NC(=O)COC(=O)CSCc1ccccc1)c1ccccc1 (stereo unspecified)
  i, /
- O=C(Cc1ccccc1)NCCSCc1ccco1
  ?, /
- CC1CCN(CCOc2cccc(Br)c2)CC1
  ?, /
- CSc1nsc(SCC(=O)Nc2ccccc2F)n1
  ?, /
- O=C(N/N=C/c1ccccc1O)C1CC(=O)N(c2ccc(F)cc2)C1 (stereo unspecified)
  i, -14.1
- Cc1conc1NC(c1cccs1)c1ccc2cccnc2c1O (stereo unspecified)
  13.5%, -9.3
- COCCNC(=O)c1ccccc1-c1nc(-c2ccccc2OC)no1
  ?, /
- CN(NC(=O)c1ccc(Cl)cc1)c1ncc(C(F)(F)F)cc1Cl
  ?, /
- COc1ccc(NC(=O)c2cc(C)on2)cc1
  -16.5%, -22.8
- CCN1CCN(C(=O)CCc2nnc3ccc(N4CCN(c5cccc(OC)c5)CC4)nn23)CC1
  ?, /
- Cc1nn(CC(=O)N2CCC(C(N)=O)CC2)c(=O)c2nn(-c3ccccc3)c(C)c12
  ?, /
- Cc1ccc(CN2CCN(CC(=O)NC(C)CCc3ccccc3)C2=O)cc1 (stereo unspecified)
  ?, /
- CC(Oc1ccc(C(=O)NC2CCCCC2)cc1)C(=O)O (stereo unspecified)
  i, -1.2
- CC1CC(NNC(=O)c2ccccc2)=Nc2ccccc2N1C (stereo unspecified)
  9.9%, 1.6
- CN(C(=O)c1cccc(Cl)c1)C1CCCN(Cc2ccccc2F)C1 (stereo unspecified)
  -1.2%, 5.3
- Cc1ccc(S(=O)(=O)Cn2nnnc2C(CC(C)C)N2CCN(C)CC2)cc1 (stereo unspecified)
  17.1%, -0.7
- Cc1ccc(Cn2c(Sc3ncccn3)nc3c2c(=O)[nH]c(=O)n3C)cc1
  ?, /
- O=C(/C=C/c1ccc([N+](=O)[O-])cc1)NCc1cccs1
  ?, /
- Cc1cnc(=O)[nH]c1SCc1cccc([N+](=O)[O-])c1
  i, 0.3
- CS(=O)(=O)N1CCCC(c2nc(-c3ccc(S(=O)(=O)NCc4ccccc4)cc3)no2)C1 (stereo unspecified)
  -0.3%, -26.2
- O=C(O)c1ccc2c(c1)C(=O)N(c1ccc(Nc3ccccc3)cc1)C2=O
  ?, /
- CCC(=O)NN1CCc2cc3ccc(C)cc3nc21
  ?, /
- Cc1noc(C)c1S(=O)(=O)N(CC(=O)NC1CCC(C)CC1)c1ccc(C(C)C)cc1 (stereo unspecified)
  ?, /
- CC1(c2ccccc2)NC(=O)N(CC(=O)Nc2ccccc2N2CCCCC2)C1=O (stereo unspecified)
  ?, /
- CC(=O)Nc1ccc(C(=O)N2CCCC2)cc1
  5.1%, -0.6
- Cc1cccc2cc(CN(Cc3cccs3)S(=O)(=O)c3ccc4c(c3)OCCO4)c(=O)[nH]c12
  14.1%, 3.3
- Cc1ccc(OCC(=O)OCC(=O)NC2CC2)cc1C
  ?, /
- CC(NC(c1ccccc1)c1ccccc1)C(=O)N1CCCc2ccccc21 (stereo unspecified)
  21.0%, /
- Cc1cc(C)n2nc(SC(C)C(=O)Nc3ccc(Cl)cn3)nc2n1 (stereo unspecified)
  ?, /
- CC(C)(C)c1ccc(C(O)CCCN2CCC(C(O)(c3ccccc3)c3ccccc3)CC2)cc1 (stereo unspecified)
  ?, /
- CC(=O)Nc1ccc(S(=O)(=O)N2CCC(C(=O)NCCc3ccc(Cl)cc3)CC2)cc1
  ?, /
- C=CCN1C(=O)C(CC(=O)Nc2ccc(OC)cc2)N(Cc2ccco2)C1=S (stereo unspecified)
  3.4%, -14.1
- O=C(c1ccc(N2CCCC2=O)cc1)N1CCN(c2ccccc2O)CC1
  ?, /
- CCC(C(=O)OCC(=O)Nc1ccc(C(=O)Nc2ccc(OC)cc2)cc1)c1ccccc1 (stereo unspecified)
  ?, /
- Cc1ccc2oc(C(=O)NCCCN3CCOCC3)c(C)c2c1
  12.8%, /
- CCOC(=O)c1ccc(N2CCN(C(=O)c3ccccc3)CC2)c(NC(=O)c2ccco2)c1
  i, 12.2
- Cn1nccc1NS(=O)(=O)c1ccc(NC(=O)C(F)(F)F)cc1
  -3.5%, 9.8
- CCOc1ccc(-n2ccc(=O)c(C(=O)Nc3ccc(S(=O)(=O)Nc4nccs4)cc3)n2)cc1
  i, -6.9
- CC(C)c1ccc(C2NC(C(=O)O)CS2)cc1 (stereo unspecified)
  i, -23.0
- CCCN(CC1CC1)C(=O)COc1ccccc1C(=O)NCc1ccccc1
  ?, /
- Cc1nc(-c2cccc(NS(=O)(=O)c3ccccc3)c2)cs1
  ?, /
- N=C1SCC(=O)N1c1ncc(Cc2cccc(Cl)c2)s1
  ?, /
- Cc1onc(-c2ccccc2Cl)c1C(=O)NCc1ccccn1
  17.0%, 3.9
- Cc1cccc(NC(=S)NCCc2ccccc2)n1
  6.2%, 1.3
- CCCc1cc(-n2cnc3ccccc32)n2c(nc3ccccc32)c1C#N
  i, /
- S=C1SCN(CCN2CCOCC2)CN1Cc1ccccc1
  ?, /

Continued:
Order of values: S3 lipid droplet, S3 lipid droplet cell count max
- S=C(NN=C1CCN(Cc2ccccc2)CC1)NC1CCCCC1
  i, /
- Cc1cc(C)cc(NC(=O)NNC(=O)c2cc3occc3[nH]2)c1
  ?, /
- CCN(N=Nc1cccc([N+](=O)[O-])c1)c1cccc([N+](=O)[O-])c1
  -2.2%, /
- Cc1cccc(Oc2ncnc(N)c2[N+](=O)[O-])c1C
  -2.9%, 1.6
- Cc1ccc(C2=CC(C)(c3ccc(C)cc3)Nc3nc(C(F)(F)F)nn32)cc1 (stereo unspecified)
  ?, /
- c1ccc(CN2CCN(c3nc(-c4ccccc4)nc4ccccc34)CC2)cc1
  ?, /
- CCNC(=S)N(Cc1ccccc1)Cc1nc2ccccc2c(=O)[nH]1
  ?, /
- N#CC1=C(N)Oc2c(oc(CO)cc2=O)C12C(=O)Nc1ccc(Cl)cc12 (stereo unspecified)
  ?, /
- Cc1sc2nc(CSCC(=O)Nc3ccc(C(=O)N(C)C)cc3)[nH]c(=O)c2c1C
  -10.9%, -1.3
- CC(C)CSc1nc2ccccc2n1CC(=O)O
  0.3%, 1.3

Part of the list above in order of molecular weight, smallest number first.
Order of values: S3 lipid droplet, S3 lipid droplet cell count max
- Cc1cccc(Oc2ncnc(N)c2[N+](=O)[O-])c1C
  -2.9%, 1.6
- CC(C)CSc1nc2ccccc2n1CC(=O)O
  0.3%, 1.3
- CCN(N=Nc1cccc([N+](=O)[O-])c1)c1cccc([N+](=O)[O-])c1
  -2.2%, /
- CCNC(=S)N(Cc1ccccc1)Cc1nc2ccccc2c(=O)[nH]1
  ?, /
- N#CC1=C(N)Oc2c(oc(CO)cc2=O)C12C(=O)Nc1ccc(Cl)cc12 (stereo unspecified)
  ?, /

Next section
Order of values: S3 lipid droplet, S3 lipid droplet cell count max
- COc1ccc(C(C)=O)cc1COC(=O)c1cc2ccccc2cc1O
  20.6µM*, -9.5*
- C[C@H](NC(=O)Nc1ccccc1F)C(=O)O
  1.0%, 2.7
- CCOC(=O)/C(C#N)=C1/C=CN(c2ccccc2)C=N1
  ?, /
- COc1ccc(O)c(C(=O)c2cnn(-c3ccccn3)c2)c1
  i, /
- CN(C)CC1CCCCC1OC(=O)c1ccc(Cl)cc1Cl (stereo unspecified)
  -0.1%, 2.9
- COc1ccccc1-c1nc(-c2ccc(C)nc2OC)no1
  ?, /
- CSc1ccc(S(=O)(=O)N2CCC(C(=O)Nc3ccc(C(N)=O)cc3)CC2)cc1
  ?, /
- Cn1cc(P(=S)(N2CCOCC2)N2CCOCC2)cc1P(=S)(N1CCOCC1)N1CCOCC1
  ?, /
- Cc1ccc(C)c(OCCCC(=O)Nc2ccc(N3CCOCC3)cc2)c1
  ?, /
- COc1ccc(NC(=S)N(CCCN2CCOCC2)Cc2ccccn2)cc1
  -6.7%, -16.7
- CC1(C)Cc2nc3sc4c(N(CCO)CCO)nnnc4c3cc2CO1
  ?, /
- CN(C)c1nc(NCc2ccccc2)nc(SCC(=O)Nc2ccc(Cl)c(Cl)c2)n1
  -10.8%, -14.4
- CC1=CS(=O)(=O)CC1Sc1ncn[nH]1 (stereo unspecified)
  1.8%, 0.1
- COc1cc(OC)c(NC(=O)c2c(-c3ccccc3)noc2C)cc1Cl
  ?, /
- Cc1nc2ccc(C(=O)OCc3nnc(-c4ccc(Br)cc4)o3)cc2nc1C
  ?, /
- CC(Oc1ccc(Cl)cc1)C(=O)Nc1cccc(S(=O)(=O)N2CCOCC2)c1 (stereo unspecified)
  ?, /
- O=c1[nH]c(CSc2nnc(NCCCN3CCOCC3)s2)nc2cc(Cl)ccc12
  21.8%, 21.3
- COc1ccc(C2C(C(C)=O)=C(O)C(=O)N2c2ccccn2)cc1 (stereo unspecified)
  ?, /
- O=C(CSc1nc2ccccc2c(=O)n1CCC(=O)N1CCCCC1)NCc1ccccc1
  1.8%, -3.1
- COc1ccc(C2=NS(=O)(=O)N(C)C(C(=O)N3C(C)CCCC3C)=C2)cc1 (stereo unspecified)
  i, -17.0
- CCc1cc(C(N)=S)ccn1
  -6.1%, -5.5
- CCCc1cc(=O)oc2cc(C)cc(OC(=O)c3ccco3)c12
  ?, /
- CCC(C)N(C(=O)Cn1cnc2c1c(=O)n(C)c(=O)n2C)C1CCS(=O)(=O)C1 (stereo unspecified)
  -18.0%[0.0737 µM], -16.5
- CC(=O)COc1nc2c(c(-c3ccco3)c1C#N)CCc1ccccc1-2
  -0.4%, 7.6
- CC(C)C(NC(=O)c1c(F)cccc1F)C(=O)NC1CC(C)(C)NC(C)(C)C1 (stereo unspecified)
  i, 18.8
- O=P(O)(O)C(O)C(F)(F)C(F)(F)C(F)(F)C(F)F (stereo unspecified)
  i, /
- O=C(c1ccccn1)N1CCN(S(=O)(=O)c2ccc3ccccc3c2)CC1
  6.4%, 9.3
- Cc1ccc(-c2ccccc2NC(=O)C2C3C=CC(C3)C2C(=O)O)o1 (stereo unspecified)
  -19.4%, 3.2
- S=C(NCc1ccccc1)Nc1cccc2ccccc12
  ?, /
- Cc1cc(OC(=O)N2CCCCC2)cc(C)c1Cl
  ?, /
- Cc1cc(Nc2ncc(Cl)cc2Cl)n(-c2ccccn2)n1
  11.7%, -3.8
- O=C1C=C(NCc2ccco2)CC(c2ccc(Cl)cc2)C1 (stereo unspecified)
  i, /
- COC(=O)CSc1[nH]c2ccc(Br)cc2c1[N+](=O)[O-]
  -1.9%, 8.0

Bioassay records from PubChem BioAssay.
